# Pf Dd2 growth: inhibitors of Plasmodium falciparum Dd2 growth; AID 1347417; actives 4.3% (n = 120,000); P. falciparum Dd2 growth, SYBR Green, 72 h; Potency, µM (doses to about 28.9 µM), inactives show at the top dose activity, negative = inhibition, hits mostly inhibitors; active means well fitted inhibition curve with a large enough effect; inconclusive means small, poorly fitted or top-dose-only effect; inactive means no such curve, though single readings can be large or run the other way;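 further: plate controls were DMSO vehicle for no effect and reference drug for full effect; nearly all actives have a fitted effect of over 65% in size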
#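 Readout: SYBR Green fluorescence, 485 nm excitation, 535 nm emission, after ~16 h lysis at 37C. Before that, Dd2-infected red cells (2.5% hematocrit) grew 72 h with compound, 29 uM top final concentration.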
# The depositor's hits bear a star; i = inactive; ? = inconclusive; [ ] = remark or other dose. Potency means the concentration at half of the fitted maximal effect. Not all compounds are listed; the hit share may differ from the screen's.
SMILES,Pf Dd2 growth
COc1ccc(NC(=O)C2=CC(c3ccc4c(c3)OCO4)=NS(=O)(=O)N2C)cc1,1%
C[C@H](O)c1onc(-c2ccc(F)cc2)c1C(=O)N1CCCC1,-11%[44.1 µM]
Cc1nn(CCCC(=O)NCc2ccccc2)c(=O)c2cc3sccc3n12,1%
CCOC(=O)c1[nH]ncc1C1CC(=O)Nc2c1cnn2Cc1cccnc1 (stereo not drawn),-9%
COc1ccccc1CN1CCNc2cnc(Oc3ccccc3)cc2C1,-19%[44.1 µM]
O=S(=O)(c1cccc(Cl)c1)n1c(/C=C/c2ccccc2Cl)nc2ccccc21,i
COc1ccc(CN2Cc3[nH]nc(-c4ccc(N5CCN(C)CC5)cc4)c3CC2=O)cc1,?
Cc1cccc(Cn2cc(S(=O)(=O)c3ccccc3)c(=O)c3cc(F)c(N4CCOCC4)cc32)c1,8.9µM*
O=C(NCc1ccccc1)c1cccn1-c1nnc(N2CCCC2)s1,2%
CCN(CCOC)Cc1cn(C)nc1-c1ccc(C2CCCCC2)cc1,10µM*
COCCNC(=O)[C@H]1C[C@H](Oc2ccccc2)CN1S(=O)(=O)c1ccc(OC)cc1,17%
COc1ccc(N2CCN(C(=O)Nc3ccc(Cl)cc3)CC2)cc1,53%[activator][5.79 µM]
Cc1ccc(NC(=O)Nc2ccccc2)c(=O)n1CC(=O)N1CCN(c2ccccc2)CC1,i
C=CCC(=O)N1CCCC(N2CCN(c3cccc(C(F)(F)F)c3)CC2)C1 (stereo not drawn),-22%
COc1cccc(CN2CCOC3CCN(C(=O)c4cccnc4)CC3C2=O)c1 (stereo not drawn),6%[44.1 µM]
CCN(c1ccccc1)c1nnc(NC(=O)Nc2cccc(C(F)(F)F)c2)s1,-6%
O=C(Nc1ccc(Br)cc1)c1ccc(F)c(S(=O)(=O)N2CCc3ccccc32)c1,?
CCN(Cc1nccn1C)C(=O)c1cc(-c2cnc(C)nc2)nc2ccc(F)cc12,-3%
C[C@H]1[C@@H]2[C@@H](O)C([C@H](C)C(=O)N(C)CCC#N)CC[C@@]2(C)CC[C@@H]1NC(=O)c1cncnc1 (stereo partly drawn),-5%
O=C(NCCCN1CCN(c2ccccc2F)CC1)c1cc2c(s1)-c1ccccc1OC2,-17%
CCC(Sc1nnc(-c2ccc(OC)c(OC)c2)c(-c2ccc(OC)c(OC)c2)n1)C(=O)NC1CCCC1 (stereo not drawn),15%
COc1ccc(C(=O)N2CCC(c3n[nH]c(=O)n3-c3ccc(C)cc3)CC2)cc1OC,i
Cc1cccc(CN2CCC3(CC2)COCCN3C(=O)OCc2ccccc2)c1,?
CN(C)[C@H]1CCN(Cc2cccc(C(=O)O)c2)C[C@H]1CCC(=O)O,-8%
COc1cc(OC)c(NC(=O)C(CC(C)C)N2Cc3ccccc3C2=O)cc1Cl (stereo not drawn),-26%
CCc1nc(N2CCOCC2)ncc1C(=O)O,0%
CCCN(CC1CCOC1)S(=O)(=O)c1ccc(F)cc1 (stereo not drawn),34%[activator][5.79 µM]
CCn1ncc(N2CCCC(CC(=O)Nc3ccccc3OC)C2)cc1=O (stereo not drawn),-9%
c1ncc(CN2CCn3c(nnc3C3CCCNC3)C2)s1 (stereo not drawn),-14%[44.1 µM]
COc1ccc(C2Cn3cnc(C(=O)N4CCC(C(=O)Nc5ccc(C)cc5C)CC4)c3CO2)cc1 (stereo not drawn),-9%
CC[C@H]1CN(C(=O)Nc2cccc(C(F)(F)F)c2)CC[C@H]1CC(=O)NCCN1CCCCC1,-6%
CC(=O)N1CCc2c(sc3c2c(=O)n(-c2ccccc2)c(=O)n3Cc2cccc(C(F)(F)F)c2)C1,10µM*
CN(C)C[C@@H]1CN(Cc2ccncc2)C[C@H]1NC(=O)c1cccc(C#N)c1,9%
COC(=O)c1ccccc1NC(=O)CSc1nc2nc(C)cc(C)n2n1,-3%
Cc1noc(C)c1[S+](=O)([O-])N1CCC2(C1)C(=NC1CCCC1)NC(=O)N2c1cccnc1 (stereo not drawn),18%
CCc1ccc(NC(=O)[C@H](Cc2ccccc2)N2Cc3ccccc3C2=O)cc1,i
CCN(CC)CCNC(=O)C1N(C(C)C)C(=O)C12CCCC2 (stereo not drawn),-19%
CCCC(=O)N1Cc2ccccc2CC2(CCN(Cc3ccncc3)C2)C1 (stereo not drawn),11µM*
CN(C)Cc1ccc2c(c1)c(OC(C)(C)C(=O)NC1CC1)nn2Cc1ccccc1,?
CCc1ccc(CNC(=O)CSCc2cnn(-c3ccccc3)c2-n2cccc2)cc1,4%
Cc1ncc2n1C(=O)N(C1CCN(C(=O)c3ccc(F)cc3)CC1)C2,-7%
CCOC(=O)C1=CN(CC(=O)Nc2cccc(Cl)c2C)S(=O)(=O)N=C1C,-11%
Cc1nn(C)c2c1c(C(F)(F)F)cc(=O)n2C(C)C(=O)NCCc1ccc(Cl)cc1 (stereo not drawn),11%
O=C(C[C@@H]1CCNC[C@@H]1Cc1cc(-c2ccc(F)cc2)on1)NCc1ccc2c(c1)OCO2,i
O=C(CC1CCCCC1)N1CCN(c2cc(-c3ccccc3)[nH]n2)CC1,-8%

# Continued, starting with the last 3 of the part before.
SMILES,Pf Dd2 growth
Cc1nn(C)c2c1c(C(F)(F)F)cc(=O)n2C(C)C(=O)NCCc1ccc(Cl)cc1 (stereo not drawn),11%
O=C(C[C@@H]1CCNC[C@@H]1Cc1cc(-c2ccc(F)cc2)on1)NCc1ccc2c(c1)OCO2,i
O=C(CC1CCCCC1)N1CCN(c2cc(-c3ccccc3)[nH]n2)CC1,-8%
COC(=O)c1nc2n(n1)C(c1cccc(Cl)c1)C(C(=O)Nc1ccccc1OC)=C(C)N2 (stereo not drawn),15%
CCC1(CO)CCCN(Cc2[nH]cc(C)c(=O)c2C)C1 (stereo not drawn),-16%
COc1ccc(NC(=O)N2C[C@@H]3C[C@H](C2)c2c(NC(=O)c4cncnc4)ccc(=O)n2C3)cc1,i
CCOC(=O)c1nc(Nc2ccc(C(=O)OC(C)C)cc2)c2ccccc2n1,3.2µM*
O=C1Nc2ccccc2C12CCN(Cc1cncs1)CC2,-4%[44.1 µM]
O=C(Cc1c[nH]c2ncc(-c3ccccc3)cc12)Nc1ccc(N2CCOCC2)cc1,11%[44.1 µM]
Cc1ccc(Cn2cc(S(=O)(=O)c3cccc(Cl)c3)c(=O)c3cc(F)c(N4CCCCC4)cc32)cc1,?
CCC(=O)N1CCC(CC)(N2CCN(S(=O)(=O)c3ccccc3C(F)(F)F)CC2)C1 (stereo not drawn),?
Cc1nnc2n1CCC(N(C)S(=O)(=O)c1cn(C)cn1)CC2 (stereo not drawn),?
CCOc1ccc(C(=O)Nc2ccc(-c3nc4cc(C(C)C)ccc4o3)cc2)cc1Cl,13%
O=C(Nc1ccccc1)c1cccc(N2CCCS2(=O)=O)c1,3%
Cc1cnc(C(=O)N2CCC(C(=O)N3CCCCCCNC(=O)CC3)CC2)cn1,37%
O=C(Nc1ccc2ncnc(N3CCCCC3)c2c1)c1c(F)cccc1Cl,i
O=C(CCS(=O)(=O)c1ccccc1)N(Cc1cccnc1)c1nc2c(F)cccc2s1,-3%
O=C1NC(=NC2CCCCC2)C2(CCCN(Cc3ccc(F)cc3)C2)N1c1cccnc1 (stereo not drawn),?
COc1ccc(CN2C[C@H](O)C[C@H]2c2nc(-c3ccc(F)cc3)no2)c(OC)c1OC,-25%[44.1 µM]
COc1cc(OC)cc(C(=O)NCCc2csc3nc(-c4ccccc4F)nn23)c1,19%
Cc1nc(C)c(C(=O)N2CCC(N3C[C@H](O)C[C@H]3C(=O)NC3CCCCC3)CC2)s1,i
O=C(NC1CCN(c2cc(-c3ccccc3)[nH]n2)C1)c1ccc(Br)cc1 (stereo not drawn),-24%
CC(NC(=O)C1CCN(S(=O)(=O)c2ccc3c(c2)oc(=O)n3C)CC1)c1ccccc1 (stereo not drawn),27%
O=C(NCc1ccccc1)[C@@H]1COCC(=O)N1Cc1ccc(F)cc1,-8%
COc1ccc(OC)c(NC(=O)Cn2c(CCC(=O)O)ccc2-c2ccccc2)c1,-21%
Cc1ccc(C(=O)N/C(=C\c2cn(S(=O)(=O)N(C)C)c3ccccc23)C(=O)NCCCn2ccnc2)cc1,i
Cn1ccnc1CN1C[C@H]2CN(C(=O)C3CC3)CCN2C1=O,-8%[44.1 µM]
CS(=O)(=O)N(C1CC1)C1CCOC2(CCN(C(=O)NCc3ccccc3)CC2)C1 (stereo not drawn),i
CC(C)S(=O)(=O)N1CC(N(C)Cc2cccnc2)C1,3%
COc1ccc(NC(=O)N2CCC3(CC2)N(CC2CC2)C(=O)CS3=O)cc1 (stereo not drawn),-8%
Cc1cc(OCC(=O)Nc2ccc(C(=O)OC3CCCCC3)cc2)ccc1Cl,33%[activator]
CCCNC(=O)[C@@H]1Cc2cn(Cc3c(C)noc3C)c3cccc(c23)[C@H](CC(C)C)N1,11µM*
CCn1c(CN2CCC(C)CC2)nc2cc(NC(=O)c3ccccc3[N+](=O)[O-])ccc21,11µM*
Cc1ncccc1C(=O)N1CCCn2ccnc2C1c1ccccc1 (stereo not drawn),-22%
c1ccc(Cn2cnnc2CC2CCCNC2)cc1 (stereo not drawn),19%
Cc1cc(C)c2c(=O)cc(CSCC(=O)Nc3nnc(C)s3)[nH]c2c1,-1%
COc1ccccc1NC(=O)c1sc2nc(N3CCOCC3)c3c(c2c1N)CC(C)(C)OC3,-3%
CCn1cc(/C=C(\NC(=O)c2ccc(OC)c(OC)c2)C(=O)NCCCn2ccnc2)c2ccccc21,-5%
CC(C(=O)NCc1ccc(F)cc1F)C1CCOCC1 (stereo not drawn),i
CN1C[C@@H](NC(=O)NCc2ccccc2)C[C@H]1c1nc(-c2cccnc2)no1,i
Cc1cnc(C2CCC2)n1CC1CCN(C(=O)NC2CCCCC2)CC1,?
Cc1ccc(CNC(=O)C(=O)NCC(c2ccco2)S(=O)(=O)c2ccc(C)cc2)cc1 (stereo not drawn),28%
COc1ccc(OC)c(CCNC(=O)c2c3c(nc4ccccc24)C(=O)N(C2CCCCC2)C3)c1,-21%
CN1CCC([C@@H]2CN(S(=O)(=O)c3cccc(C#N)c3)C[C@H]2C(N)=O)CC1,-8%
C[S+](=O)([O-])N1CC2(CCCN(C3CCCCC3)C2)Cc2ccccc21 (stereo not drawn),?
Cc1ccc(Cl)cc1NC(=O)CCn1c(=O)c2cccn2c2cccnc21,15%
COCC(=O)NC1CCN(C(=O)N2CC3CC(C2)[C@H]2CCCC(=O)N2C3)CC1 (stereo partly drawn),-16%
COc1ccc(-c2ccnc3nc(-c4ccccc4OC)nn23)c(F)c1,-20%

# Compounds listed so far that have a CF3 group (6):
SMILES,Pf Dd2 growth
C=CCC(=O)N1CCCC(N2CCN(c3cccc(C(F)(F)F)c3)CC2)C1 (stereo not drawn),-22%
CCN(c1ccccc1)c1nnc(NC(=O)Nc2cccc(C(F)(F)F)c2)s1,-6%
CC[C@H]1CN(C(=O)Nc2cccc(C(F)(F)F)c2)CC[C@H]1CC(=O)NCCN1CCCCC1,-6%
CC(=O)N1CCc2c(sc3c2c(=O)n(-c2ccccc2)c(=O)n3Cc2cccc(C(F)(F)F)c2)C1,10µM*
Cc1nn(C)c2c1c(C(F)(F)F)cc(=O)n2C(C)C(=O)NCCc1ccc(Cl)cc1 (stereo not drawn),11%
CCC(=O)N1CCC(CC)(N2CCN(S(=O)(=O)c3ccccc3C(F)(F)F)CC2)C1 (stereo not drawn),?

# Ordered by SMILES length (high to low): part of the list above
SMILES,Pf Dd2 growth
Cc1ccc(C(=O)N/C(=C\c2cn(S(=O)(=O)N(C)C)c3ccccc23)C(=O)NCCCn2ccnc2)cc1,i
COC(=O)c1nc2n(n1)C(c1cccc(Cl)c1)C(C(=O)Nc1ccccc1OC)=C(C)N2 (stereo not drawn),15%
COc1ccccc1NC(=O)c1sc2nc(N3CCOCC3)c3c(c2c1N)CC(C)(C)OC3,-3%
CCc1ccc(CNC(=O)CSCc2cnn(-c3ccccc3)c2-n2cccc2)cc1,4%
CCN(CCOC)Cc1cn(C)nc1-c1ccc(C2CCCCC2)cc1,10µM*

# (further entries)
SMILES,Pf Dd2 growth
Cc1ccccc1OCC(=O)N1C[C@@H]2CCN(C)C[C@]2(C(=O)O)C1,7%
Cc1ccc(OCc2nc(C3CCNC3)no2)cc1 (stereo not drawn),-1%
COc1ccc(C2NC(=O)NC(C)=C2C(=O)Nc2cc(C)cc(C)c2)c(OC)c1 (stereo not drawn),3%
O=C(c1ccccc1)N1CCC(OCC2CC2)C1 (stereo not drawn),3%
CCc1ccc(Nc2nc(N)nc(CSc3nc4ccccc4s3)n2)cc1,15%[5.79 µM]
N#Cc1ccccc1S(=O)(=O)N[C@H]1CO[C@H]2[C@@H]1OC[C@@H]2n1nnnc1-c1ccc2c(c1)OCO2,-15%
O=C(c1ccccc1F)N1CCC(Cc2nc(-c3cnccn3)no2)CC1,3%
COc1ccc(NC(=O)N2CCC(N3CC4CC(C3)[C@H]3CCCC(=O)N3C4)CC2)cc1 (stereo partly drawn),-16%
Cc1ccc(OCc2nc(C3CCN(C(=O)c4noc(C)c4CN4CCCCC4)CC3)no2)cc1,?
COc1ccc(Cl)cc1CN(C)C(=O)c1ccc(C2CCCNC2)cc1 (stereo not drawn),i
O=C(NCc1ccccn1)c1cccc(OC2CCN(c3cnccn3)CC2)c1,-10%
CCOC(=O)c1cccc(NC(=O)c2cc3cc4ccc(C)cc4nc3o2)c1,0%
COc1ccc(-c2cn3c(n2)CO[C@@H](CNCc2ccc(F)c(F)c2)C3)cc1,-20%[44.1 µM]
Cn1nccc1CN1CC2(C1)C(=O)Nc1ccccc12,0%[44.1 µM]
Cc1ccc(S(=O)(=O)NC[C@H]2OC[C@@H](NCc3cccc(C#N)c3)[C@@H]2O)cc1,-20%[44.1 µM]
Cc1nc(CCNS(=O)(=O)c2cccs2)no1,6%
Cc1ccc(CNC(=O)C2CCN(c3cn[nH]c(=O)c3)C2)cc1 (stereo not drawn),0%
O=C(CCc1c[nH]c2ccccc12)N1C[C@@H](CO)[C@H](c2ccccn2)C1,i
O=C(NC1CCCC1)c1cc(Nc2cccc(C(F)(F)F)c2)nc2ccccc12,?
